CHRM4 PAM = human M4 muscarinic receptor positive allosteric modulators, primary screen, CHO-K1 cells, Fluo-8 calcium fluorescence; CHO-K1 hM4/Gqi5, ACh EC20; 0% = ACh EC20, 100% = maximal ACh; activation, % at 3 µM; Muscarinic acetylcholine receptor M4 (Homo sapiens), P08173; 360,000 compounds, 0.4% hits;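 active = activation above its plate's cutoff, the mean activation of sample wells plus 3 SD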; note: some results filed as inactive read as strong as hits
CRFR2-BP ag = agonists of CRF-BP/CRF-R2 complex, primary screen, cell-based, HEK293, calcium dye fluorescence, uHTS; activation, % at 13.2 µM; calcium dye fluorescence (FLIPR); percent of saturating CRF peptide response; AID 588473, 2011; CRF-binding protein / CRF receptor 2 complex (human); 350,000 compounds, 0.46% hits;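 active = activation of at least 50%, plus an integration ratio under a set limit after plate pattern correction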;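 note: plate controls were neutral control wells without compound for no effect and CRF at EC100 for full effect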
CHRM5 antagonist = human M5 muscarinic receptor antagonists, primary screen, CHO cells, Fluo-8 calcium fluorescence | 360,000 compounds, 0.59% hits | CHO-hM5 cells, ACh EC80 | inhibition, % at 3 µM;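 active = inhibition above a per-plate cutoff, the mean of that plate's test compounds plus 3 SD, cut at about 27% in these data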;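 note: 0% = acetylcholine EC80 with DMSO and 100% = DMSO without agonist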
Target sequence (P08912 whole entry, looked up): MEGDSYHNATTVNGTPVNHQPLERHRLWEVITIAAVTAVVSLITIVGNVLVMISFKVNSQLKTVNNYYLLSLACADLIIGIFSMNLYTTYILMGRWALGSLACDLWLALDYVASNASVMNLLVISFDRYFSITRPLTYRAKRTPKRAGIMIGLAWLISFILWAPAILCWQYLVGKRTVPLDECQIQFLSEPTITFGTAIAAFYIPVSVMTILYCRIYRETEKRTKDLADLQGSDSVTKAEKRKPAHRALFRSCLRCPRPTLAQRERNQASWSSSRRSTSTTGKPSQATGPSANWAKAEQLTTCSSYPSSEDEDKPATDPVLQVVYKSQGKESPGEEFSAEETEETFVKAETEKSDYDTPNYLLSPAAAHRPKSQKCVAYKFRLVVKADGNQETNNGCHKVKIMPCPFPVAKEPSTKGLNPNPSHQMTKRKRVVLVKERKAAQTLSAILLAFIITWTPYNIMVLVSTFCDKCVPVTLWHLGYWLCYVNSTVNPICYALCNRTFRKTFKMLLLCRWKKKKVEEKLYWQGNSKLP
M5 ag = human M5 muscarinic receptor agonists, primary screen, CHO-K1 cells, Fluo-8 calcium fluorescence. Muscarinic acetylcholine receptor M5 (Homo sapiens), P08912. CHO-K1 hM5 cells; 0% DMSO wells, 100% maximal acetylcholine response. activation, % at 3 µM. 360,000 compounds, 0.19% hits. AID 624037, 2012;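 active = activation above the run's mean over test compounds plus 3 SD, cut at about 23% in these data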;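 note: signal is peak over basal fluorescence ratio across the kinetic read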
CHRM1 PAM = human M1 muscarinic receptor positive allosteric modulators, primary screen, CHO-K1 cells, Fluo-8 calcium fluorescence, 1536-well; Muscarinic acetylcholine receptor M1 (Homo sapiens), P11229; CHO-K1 hM1, ACh EC20; 0% = ACh EC20, 100% = maximal ACh; activation, % at 3 µM; 360,000 compounds, 0.088% hits; in the data active = activation above about 19%, passing the limit was not always enough
Target sequence (P11229 whole entry, looked up): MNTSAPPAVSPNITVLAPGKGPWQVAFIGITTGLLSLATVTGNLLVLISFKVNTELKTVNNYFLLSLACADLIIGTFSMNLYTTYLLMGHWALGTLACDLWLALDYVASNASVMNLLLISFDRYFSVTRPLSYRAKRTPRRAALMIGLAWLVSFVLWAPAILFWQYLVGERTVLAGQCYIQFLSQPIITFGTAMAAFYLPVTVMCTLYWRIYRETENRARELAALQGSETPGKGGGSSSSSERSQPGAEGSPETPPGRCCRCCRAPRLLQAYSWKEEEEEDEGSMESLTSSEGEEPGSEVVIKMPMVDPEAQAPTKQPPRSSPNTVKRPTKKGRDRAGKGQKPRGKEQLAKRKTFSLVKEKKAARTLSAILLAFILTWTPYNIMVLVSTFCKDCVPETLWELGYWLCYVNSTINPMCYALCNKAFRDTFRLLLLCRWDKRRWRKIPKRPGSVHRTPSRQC
M4 antag = human M4 muscarinic receptor antagonists, primary screen, CHO cells, Fluo-8 calcium fluorescence. inhibition, % at 3 µM. Muscarinic acetylcholine receptor M4 (Homo sapiens), P08173. AID 624125, 2012. CHO-hM4 cells, ACh EC80. 360,000 compounds, 0.73% hits;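 active = inhibition above its plate's cutoff, the mean inhibition of sample wells plus 3 SD, cut at about 27% in these data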;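 note: 0% = acetylcholine EC80 with DMSO and 100% = DMSO without agonist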
M5 PAM = human M5 muscarinic receptor positive allosteric modulators, primary screen, CHO-K1 cells, Fluo-8 calcium fluorescence. CHO-K1 hM5, ACh EC20 PAM; 0% = ACh EC20, 100% = ACh EC100. activation, % at 3 µM. 360,000 compounds, 0.3% hits;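 active = activation above the run cutoff, the mean activation of all test compounds plus 3 SD, cut at about 18% in these data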
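Assay system: CHO-K1 hM5 cells / Incubation: Fluo-8 loading 80 min at 37 °C plus 30 min room temperature / Technique: Fluo-8 calcium dye fluorescence, kinetic read / Repeats: single replicate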
CHRM1 antagonist = human M1 muscarinic receptor antagonists, primary screen, CHO-K1 cells, Fluo-8 calcium fluorescence, 1536-well; Muscarinic acetylcholine receptor M1 (Homo sapiens), P11229; CHO-K1 hM1, ACh EC80 antagonist; inhibition, % at 3 µM; 360,000 compounds, 1.3% hits; AID 588852, 2011;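 active = percent inhibition above its own plate's cutoff, namely the mean of that plate's compound wells plus 3 SD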;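 note: peak over basal fluorescence ratio during 140 s after agonist addition; 0% = ACh EC80 plus DMSO and 100% = DMSO alone without agonist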
CHRM4 agonist = human M4 muscarinic receptor agonists, primary screen, CHO-K1 cells, Fluo-8 calcium fluorescence. CHO-K1 hM4/Gqi5; vehicle 0%, full acetylcholine response 100%. activation, % at 3 µM. AID 624127, 2012. 360,000 compounds, 0.14% hits. Muscarinic acetylcholine receptor M4 (Homo sapiens), P08173;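 active = activation above the run mean over all test wells plus 3 SD, cut at about 32% in these data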;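 note: peak over basal fluorescence ratio per well then scaled between controls; 0% = DMSO wells and 100% = acetylcholine at EC100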
* = called active by the depositor; / = not tested or not shown.

A first look (2 entries):
| nr | mol | CHRM4 PAM | CRFR2-BP ag | CHRM5 antagonist | M5 ag | CHRM1 PAM | M4 antag | M5 PAM | CHRM1 antagonist | CHRM4 agonist |
| --- | --- | --- | --- | --- | --- | --- | --- | --- | --- | --- |
| 1 | CCOc1ccc(NC(=O)c2cc(SC)ccc2Cl)cc1 | 4 | -2.5 | 9 | -5 | -4 | 1 | 0 | -4 | 0 |
| 2 | COc1ccccc1C1CN(c2ccccc2)N=C1c1cccs1 (stereo not drawn) | -8 | 1.3 | 3 | -1 | 5 | -1 | 1 | -15 | -1 |

Main list, from the first entry:
| nr | mol | CHRM4 PAM | CRFR2-BP ag | CHRM5 antagonist | M5 ag | CHRM1 PAM | M4 antag | M5 PAM | CHRM1 antagonist | CHRM4 agonist |
| --- | --- | --- | --- | --- | --- | --- | --- | --- | --- | --- |
| 1 | CCOc1ccc(NC(=O)c2cc(SC)ccc2Cl)cc1 | 4 | -2.5 | 9 | -5 | -4 | 1 | 0 | -4 | 0 |
| 2 | COc1ccccc1C1CN(c2ccccc2)N=C1c1cccs1 (stereo not drawn) | -8 | 1.3 | 3 | -1 | 5 | -1 | 1 | -15 | -1 |
| 3 | COc1ccc(/C=C/C(=O)OCc2nc3ccccc3c(=O)[nH]2)c(OC)c1 | 7 | 1.7 | -2 | -3 | 2 | -4 | 6 | 6 | 1 |
| 4 | Cc1ccc(CNC(=O)CCCCn2c(=O)[nH]c3ccsc3c2=O)cc1 | 6 | -1.1 | -14 | -3 | 7 | -9 | 10 | -2 | 3 |
| 5 | CCOc1cccc(N2C(=O)CC(N(CCc3ccc(OC)c(OC)c3)C(=O)CC)C2=O)c1 (stereo not drawn) | 1 | 4.0 | -6 | -2 | 0 | 1 | -1 | 1 | 1 |
| 6 | CCc1nn2c(=O)cc(CSCC(=O)Nc3ccccc3Cl)nc2s1 | -6 | 0.4 | -3 | -1 | 0 | 10 | -4 | -1 | 1 |
| 7 | O=C(CN1CCN(Cc2ccccc2)CC1)c1c[nH]c2ccccc12 | 3 | 2.5 | 3 | -8 | 5 | -5 | 2 | -3 | 2 |
| 8 | CCOc1cc(C(=O)N(C)c2ccccc2)cc(OCC)c1OCC | 5 | -1.6 | -2 | -5 | 6 | 0 | 7 | 1 | -1 |
| 9 | CCc1ccc(CC2(O)CC(C)N(C)CC2C)cc1 (stereo not drawn) | -1 | 1.4 | 4 | -1 | 6 | 1 | -3 | -9 | 1 |
| 10 | COC(=O)[C@@]12C[C@@H](CC(=O)N3CCOCC3)C(=O)N(Cc3ccccc3)C1=CCC(C)(C)C2 | 1 | / | -2 | 3 | / | 0 | 0 | / | 3 |
| 11 | CN(CC(=O)Nc1ccccc1C(F)(F)F)C(=O)c1ccc2c(=O)n3c(nc2c1)CCC3 | 6 | -0.9 | -2 | 1 | 15 | 6 | 6 | -8 | 3 |
| 12 | [O-][n+]1cccc2c(Br)cc(Br)c(O)c21 | -2 | -0.7 | 5 | 0 | 3 | 7 | -9 | 0 | 1 |
| 13 | CCN1C(=O)c2ccc(C(=O)Nc3ccc(O)cc3C)cc2C1=O | 0 | -1.3 | 11 | -1 | 7 | 13 | -5 | -6 | 1 |
| 14 | CCCCn1c(N)c(N(CC(C)C)C(=O)c2cnc(C)cn2)c(=O)[nH]c1=O | 12 | 0.5 | 4 | 0 | 15 | -4 | 2 | -15 | -1 |
| 15 | COc1ccc(-c2nc(NC(=O)c3cc(C(C)(C)C)nn3C)sc2C)cc1 | -9 | -1.2 | 5 | -2 | -15 | 18 | -18 | 16 | 6 |
| 16 | CN1CCN(S(=O)(=O)c2ccc(CNC(=O)c3ccccc3)s2)CC1 | -3 | -0.8 | 15 | -1 | 6 | 3 | 2 | -12 | 1 |
| 17 | COc1ccc(C(C)NC(=S)NC2CCCC2)cc1OC (stereo not drawn) | -2 | -0.7 | -3 | -1 | -3 | 5 | -1 | 9 | 1 |
| 18 | CCCCC(Sc1nc(N)c(NC(=O)c2ccco2)c(=O)[nH]1)C(=O)O (stereo not drawn) | -1 | -1.0 | -8 | 0 | 2 | -1 | 8 | 0 | 0 |
| 19 | Cc1cccc(C)c1NC(=O)CN(C)C(=O)c1cccc(S(=O)(=O)N2CCN(C)CC2)c1 | 0 | -0.8 | 3 | -1 | 0 | -6 | -1 | 2 | 1 |
| 20 | CS(=O)(=O)c1ccc(C(=O)CN2C(=O)NC3(CCCc4ccccc43)C2=O)cc1 (stereo not drawn) | 3 | 0.4 | 8 | 2 | 15 | -7 | 5 | -14 | 4 |
| 21 | Nc1ncnc(Nc2cccc(C(F)(F)F)c2)n1 | 7 | -1.2 | -3 | -1 | 7 | -2 | 4 | -5 | -2 |
| 22 | COC(=O)c1nc(NC(=O)c2ccccc2)n[nH]1 | 14 | 1.9 | 9 | -5 | 3 | -6 | -6 | -6 | 1 |
| 23 | CN(Cc1nc(-c2ccc(Cl)cc2)no1)C(=O)c1ccc2c(c1)OCO2 | -8 | -0.2 | -16 | 0 | -1 | 3 | 0 | 1 | 11 |
| 24 | Cc1occc1C(=O)NC1CCCCCC1 | 9 | -0.4 | 0 | 0 | 4 | -13 | 1 | -14 | 0 |
| 25 | CCOC(=O)C1CCCN(C(=O)CSc2nnnn2C)C1 (stereo not drawn) | 0 | 0.4 | 5 | 1 | 7 | 0 | 2 | -6 | 0 |
| 26 | O=C(Nc1ccc2c(c1)OCO2)c1cc(C2CCCCN2C(=O)CCc2ccccc2)on1 (stereo not drawn) | -3 | / | 15 | -3 | -17 | -16 | -6 | 8 | 6 |
| 27 | CC(C)N(C(=O)Cn1cc(S(=O)(=O)CC(=O)NC2CCCCC2)c2ccccc21)C(C)C | -18 | -2.0 | 6 | -2 | -4 | 1 | -1 | 7 | 0 |
| 28 | CC(=O)C1CCCN(C(=O)c2ccc3oc(CCc4ccccc4)nc3c2)C1 (stereo not drawn) | -4 | 0.3 | 5 | 0 | 6 | -8 | -3 | -5 | 6 |
| 29 | CC1CCCN(C(=O)c2ccc3c(c2)OCCO3)C1 (stereo not drawn) | 4 | -0.5 | 8 | 0 | 6 | 1 | 6 | -4 | 1 |
| 30 | CC(C)c1ccc(N(CC(=O)NCCSC(C)(C)C)S(C)(=O)=O)cc1 | 12 | 0.0 | -2 | 1 | 8 | 1 | 2 | -3 | 1 |
| 31 | COc1ccc(C(C)=O)c(Oc2ccc(S(=O)(=O)N3CCOCC3)cn2)c1 | 7 | 0.3 | 4 | 0 | 6 | 3 | -5 | 7 | 0 |
| 32 | O=S(=O)(c1ccc(F)cc1)N1CCCNCC1 | 2 | 8.3 | 9 | -4 | 3 | -1 | -6 | -6 | 1 |
| 33 | CC1CC(=O)Nc2ccccc2N1C(=O)CSc1ncnc2sccc12 (stereo not drawn) | 3 | -0.3 | 3 | 2 | 8 | -6 | 6 | -8 | 2 |
| 34 | Cc1cc(C)c(NC(=O)Cn2c([N+](=O)[O-])cnc2C)c(C)c1 | -4 | -3.0 | 18 | -2 | 5 | 4 | -4 | -7 | 0 |
| 35 | CCCCSCc1ccc(C(=O)O)o1 | 13 | -0.1 | -13 | -2 | -1 | 8 | 3 | 3 | 1 |
| 36 | O=c1[nH][nH]c(-c2ccccc2)c1-c1ccccc1 | 12 | 1.6 | 6 | -4 | 5 | 2 | 10 | -12 | 3 |
| 37 | C/C(=N\NC(=O)C1CCCC1)c1ccc(Cl)c(Cl)c1 | 7 | 2.0 | -1 | -3 | 6 | -8 | -4 | -2 | 0 |
| 38 | CCCCNC(=O)C1(C)CCN1C(=O)c1cc(OC)ccc1Br (stereo not drawn) | 2 | / | -2 | 0 | 4 | -12 | -2 | -10 | 1 |
| 39 | Cc1sc2nc(SCC(=O)NCc3ccco3)n(CCc3ccccc3)c(=O)c2c1C | 17 | 1.4 | -9 | -1 | 6 | -3 | 11 | 0 | -2 |
| 40 | O=c1ccc(=O)n(CCc2ccccn2)[nH]1 | 0 | 1.9 | 14 | -2 | 2 | 1 | 1 | -5 | 0 |
| 41 | COC(=O)CCCC1=CC2=C(c3ccccc3)C(=O)C(C)(OC(=O)C3CCCC3)C(=O)C2=CN1C1CCCC1 (stereo not drawn) | 5 | 1.3 | 12 | -3 | -3 | 5 | -2 | 7 | 1 |
| 42 | COc1ccccc1C(=O)NNC1CC(=O)N(c2ccc3c(c2)OCCO3)C1=O (stereo not drawn) | -5 | 1.9 | -2 | -1 | 1 | 3 | 2 | 6 | 1 |
| 43 | C=C(C)c1cccc(C(C)(C)NC(=O)Nc2cccnc2)c1 | -1 | -1.1 | 2 | -14 | 13 | -2 | -3 | -26 | 2 |
| 44 | Cc1cc2c(cc1C)CSC(c1ccccc1OC(=O)C(C)(C)C)SC2 | 1 | 3.3 | -7 | -2 | 3 | -5 | -5 | -28 | -1 |
| 45 | CCCNC(=O)N(C)C[C@@H]1Oc2cc(C#CC(C)(C)O)ccc2S(=O)(=O)N([C@H](C)CO)C[C@H]1C | 5 | -1.3 | 6 | 2 | 12 | 6 | -2 | -18 | -1 |
| 46 | CCC(CC)CN1CCN=C1Nc1ccccc1 | 17 | 0.2 | 8 | -2 | -2 | -1 | 10 | 9 | 1 |
| 47 | N#CCC(=N)N1CCN(c2ccc(F)cc2)CC1 | -1 | -0.5 | -14 | 0 | 7 | -12 | -2 | -8 | 2 |
| 48 | CCOC1=NN(c2ccc(Cl)cc2)C(=O)/C1=C\N(C)C | -1 | 0.4 | -9 | -4 | 8 | -10 | -2 | -3 | 0 |
| 49 | CCN(c1ccccc1)S(=O)(=O)c1cccc(C(=O)N(C)CCOc2ccccc2)c1 | -13 | 0.3 | 10 | -2 | -1 | -8 | -18 | -9 | 15 |
| 50 | CCc1ccc2c(c1)NC(=O)C2(C)Cc1ccc(C(F)(F)F)nc1 (stereo not drawn) | 1 | / | 0 | 0 | 2 | -9 | 1 | -6 | 0 |
| 51 | CC(C)CCc1noc(CN(C)CC2CCN(Cc3ccccc3)CC2)n1 | -18 | 0.8 | 8 | -15 | -11 | 14 | 1 | 15 | 1 |
| 52 | COc1ccc(OCC(=O)Nc2ccc(NC(=O)c3ccco3)cc2)cc1 | 3 | -1.0 | 1 | 0 | 6 | -10 | -1 | -7 | 8 |
| 53 | COc1ccccc1N1CCN(Cc2nnnn2CCc2ccccc2)CC1 | -1 | 0.0 | 11 | 2 | -2 | -2 | -12 | -15 | 3 |
| 54 | O=C(OCC(=O)c1ccccc1Cl)c1cnccn1 | 2 | -1.9 | 1 | 0 | 11 | -5 | -2 | -9 | 0 |
| 55 | CC(=O)NC(c1ccccc1)c1nc(-c2cccs2)cs1 (stereo not drawn) | 8 | / | 5 | 0 | 6 | -4 | -1 | -10 | 1 |
| 56 | CCCCC#Cc1ccc2c(c1)COc1c3ccccc3nn1-2 | 7 | -0.6 | 1 | 0 | -2 | -5 | 6 | -4 | 1 |
| 57 | CCC(C)NS(=O)(=O)c1ccc(F)c(C(=O)Nc2c(F)cc(F)cc2Br)c1 (stereo not drawn) | 2 | -2.6 | -7 | 0 | 1 | 4 | -6 | 3 | 3 |

High-throughput results: PubChem BioAssay, several laboratories

Compounds were not picked by outcome. About 2.8% of those tested had a hit in this group.
